From PubChem
TAG inh = inhibitors of triacylglycerol accumulation | 230,000 compounds, 0.66% hits | H9c2 cells, Nile Red lipid (TAG) fluorescence; cells loaded with 200 µM oleic acid | inhibition, % at 12.5 µM | AID 651582;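 active = pattern-corrected inhibition of lipid staining of at least 50% with the nuclear-stain viability signal not falling by more than 50%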;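 also: 0% = DMSO wells and 100% = triacsin C control wells; some results filed as inactive read as strong as hits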
TAG inh DAPI viability = also measured in TAG inh; calls as there; DAPI nuclei signal change (viability), lower = more cytotoxic, %;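 whole-well DAPI fluorescence read on a plate reader as a viability signal; minus 50 percent equals half of cells still viable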
The depositor's hits bear a star. Only part of the results is shown (hit frequency here may not be typical).

SMILES	TAG inh	TAG inh DAPI viability
N#Cc1sc2nccc(Nc3ccccc3)c2c1N	-23	-1
COc1cc2c(-c3ccc4cc[nH]c4c3)c(-c3ccsc3)oc(=O)c2cc1OC	9	9
CCOc1ccc(CN(C)C(=O)c2ccc(S(=O)(=O)N(C)c3ccccc3OC)cc2)cc1	-78	-7
CN(C(=O)CSc1nc2sc3c(c2c(=O)n1C)CCC3)C1CCS(=O)(=O)C1 (configuration not stated)	-15	-7
Nc1ccc(S(=O)(=O)NN=Cc2ccccc2[N+](=O)[O-])cc1	-5	10
COc1ccc(CCN2CC(C(=O)NCCc3ccc(C)cc3)CC2=O)cc1OC (configuration not stated)	-1	-2
CN(C)C(CNC(=O)c1ccc2nc[nH]c2c1)c1ccccc1 (configuration not stated)	8	-5
COc1cc(NCc2ccccc2)c2ncn(Cc3ccccc3)c2c1	-63	4
O=C(NN1C(=O)C2C3C=CC([C@@H]2C1=O)C31CC1)c1ccccc1 (some centres not stated)	9	-9
CC1CCCN(Cc2nc3c(c(=O)n(C)c(=O)n3C)n2Cc2c(F)cccc2Cl)C1 (configuration not stated)	-7	-13
O=C(CSCC(=O)OCC(=O)c1ccc(Br)cc1)Nc1cccc2ccccc12	12	-1
O=C(OCc1ccccc1F)c1cc(S(=O)(=O)N2CCCCC2)ccc1N1CCOCC1	-26	24
COc1ccc(C(=O)Nc2ccc(Cl)cc2C(=O)N2CCOCC2)cc1	2	0
O=C(NCCCO)C(=O)Nc1ccc2c(c1)N(S(=O)(=O)c1cccs1)CCC2	7	1
Brc1ccccc1-n1nnc(-c2cccnc2)n1	13	2
COc1ccc(OC)c(N(CCN2C(=O)c3ccccc3C2=O)C(=O)C2CCC(=O)C2C)c1 (configuration not stated)	-2	2
CCN(CC(=O)N1CCN(Cc2ccccc2)CC1)S(=O)(=O)c1ccc(C)cc1	-18	-1
CCc1nc2oc3ccccc3c(=O)c2c(=O)n1Cc1ccccc1	7	-2
COc1cc2c(c(OC)c1OC)-c1ccc(OC)c(=O)cc1C(NC(=O)c1ccccc1)CC2 (configuration not stated)	55*	-27*
Cc1nnsc1C(=O)NNC(=O)c1ccc(C(F)(F)F)cc1	-3	2
CCc1noc(C)c1C(=O)Nc1ccccc1C(C)(C)C	13	3
N#CCc1c(C#N)c(N)nc(N2CCOCC2)c1C#N	-4	17
COc1ccc(C(=O)O/N=C(/c2ccccc2)c2ccncc2)cc1	3	0
O=C(NCc1ccccc1C(F)(F)F)c1cccc2c1C(=O)c1ccc(N3CCC(N4CCCCC4)CC3)cc1S2(=O)=O	-56	-2
COc1ccc(CN2CCOCCOCCOCC2)cc1	9	-2
New compounds follow.
SMILES	TAG inh	TAG inh DAPI viability
O=c1cc(C(F)(F)F)[nH]c2ccc(OC(F)(F)F)cc12	-3	7
Cc1ccccc1NC(=O)OCc1cccnc1Sc1ccc(Cl)cc1	-23	3
Clc1ccc(SCc2cc(-c3ccccc3)on2)cc1	12	0
COc1c2c(nc3occc13)C(CC=C(C)C)(OC)C(=O)C=C2 (configuration not stated)	-6	-8
CC(OC(=O)C1CC1)C(=O)Nc1ncc(Cl)cc1Cl (configuration not stated)	-3	-8
CC(=O)c1ccc(NC(=S)N2CCCC2)cc1	7	-3
CCc1nc2ccc(C(=O)Nc3cccc(OCC(=O)N(C)C)c3)cn2c1N(CCC(C)C)CCN(C)C	12	7
COC(=O)C(C)Sc1nc2c(c(=O)[nH]c(=O)n2C)n1CCC(C)C (configuration not stated)	9	-8
CC(c1ccccc1)C1NC(C(=O)O)CS1 (configuration not stated)	10	-1
Cn1c(=O)c2c(nc(N3CCOCC3)n2C/C=C/c2ccccc2)n(C)c1=O	13	-11
O=C(COC(=O)c1ccc(Cl)nc1)Nc1cc(S(=O)(=O)N2CCOCC2)ccc1Cl	-13	-2
COc1ccc(COn2nnc3ccc(S(=O)(=O)N4CCOCC4)cc32)cc1F	-7	1
CC1CCN(Cc2nnnn2CCCC(=O)NCCN2CCOCC2)CC1	0	119
COc1cccc(C(=O)NC2CC3CCCC(C2)N3Cc2ccc(F)cc2)c1 (configuration not stated)	6	5
O=C(CN1C(=O)C2CCCCC2C1=O)OCc1nnc(-c2ccccc2)o1 (configuration not stated)	-12	-7
CCN(CC)S(=O)(=O)c1cc(NC(=O)CCNC(=O)c2ccccc2Cl)ccc1C	-14	-5
CN(Cc1c(F)cccc1Cl)C(=O)CNC(=O)c1ccc2c(c1)OCO2	4	-12
COCCN(C(=S)Nc1ccccc1C)C(C)c1ccco1 (configuration not stated)	-11	1
CCOC(=O)C(C)Oc1cccc2c(=O)n(CC(=O)NCCc3ccc(OC)c(OC)c3)ccc12 (configuration not stated)	14	2
c1ccc(CN2CCN(CCOCCOc3ccc4c(c3)CCC4)CC2)cc1	-10	15
COc1cc(/C=N/NC(N)=O)c(Br)cc1OCC(=O)Nc1ccccc1C	6	-9
COc1cccc(N2CCN(C(=S)Nc3ccc(F)cc3)CC2)c1	-2	1
CCC(C)NC(=O)C1(C)CCC(=O)N1Cc1ccccc1OC (configuration not stated)	-13	4
CCCNC(=O)NC(=O)COC(=O)/C=C/c1cc(Br)ccc1F	11	-12
CCOCCC(=O)Nc1ccc2c(c1)c(=O)n(C)n2C/C=C/c1ccccc1	53*	-29*
The list goes on:
SMILES	TAG inh	TAG inh DAPI viability
COc1ccc(CCN=C(N)NS(=O)(=O)c2ccc(C)c(C)c2)cc1OC	-25	6
CNc1snc(C)c1C(=O)OC(C)C(=O)c1ccc(F)cc1 (configuration not stated)	-23	4
O=C(Nc1ccc(Oc2cccnc2)nc1)c1ccc(C(F)(F)F)cc1	-7	-1
CC(C)(C)OC(=O)N[C@@H](CC(=O)OCc1ccccc1)C(=O)O	7	6
CCCn1c(=O)c2[nH]c(-c3ccc(S(=O)(=O)O)cc3)nc2n(CCC)c1=O	-7	8
Cc1ccc(C(=O)N/N=C/c2ccc(S(=O)(=O)O)o2)c(Cl)c1	-3	17
O=S(=O)(NCc1cccs1)c1ccccc1Cl	2	3
COc1ccc(CNS(=O)(=O)c2ccc(C)cc2)cc1	-12	0
CC1=C(C(=O)Nc2ccccc2C(F)(F)F)C(c2sccc2C)NC(=S)N1 (configuration not stated)	-7	-1
COc1ccc(-n2cc(CNC3CCC(O)CC3)c(-c3cccc(F)c3)n2)cc1 (configuration not stated)	26	15
CN(CC(=O)Nc1cccc(F)c1)C(=O)c1cc([N+](=O)[O-])ccc1N1CCOCC1	9	-4
C/C(=N\NC(=O)c1cccc(Br)c1)c1cccc(NC(=O)c2ccc(C)o2)c1	-25	16
Cc1c(CCCC(=O)O)sc(N)c1C(=O)c1cccc(C(F)(F)F)c1	-7	-4
COCCn1c(CCc2ccccc2)n[nH]c1=S	-5	-6
CCOC(=O)CNC(=O)CSc1nc(-c2ccc(OC)cc2)ns1	-4	-1
CNc1ncc(-c2nnnn2-c2ccccc2)c(-c2ccccc2)n1	8	-6
NC(=O)C1=C[C@@H](c2coc3ccccc3c2=O)C[C@@H](OCCCCO)O1	-1	-9
COc1ccc(NC(=O)N(C)C[C@@H]2OCc3ccccc3-c3c(n(C)c4ccccc34)C(=O)N([C@H](C)CO)C[C@H]2C)c(OC)c1	1	-7
COc1ccccc1C(=O)NNC(=O)C(=O)N1CCCCC1	13	-2
Cn1c(NCc2ccccc2Cl)nc2ccccc21	8	-1
O=C(CCC(=O)N1CCN(S(=O)(=O)c2ccccc2Cl)CC1)c1ccccc1	10	1
N#Cc1ccc(NC(=S)NC(=O)C2CCCCC2)cc1	5	7
CC1(C)Cc2c(oc3ncn4ncnc4c23)CO1	9	-9
CO[C@@]12[C@H](COC(N)=O)C3=C(C(=O)C(C)=C(N)C3=O)N1C[C@@H]1N[C@@H]12	9	-8
CC(=NNC(=S)Nc1cccc(Cl)c1)c1ccccn1	-14	-27
Continuation.
SMILES	TAG inh	TAG inh DAPI viability
CCC(C)NS(=O)(=O)c1ccc(NC(=O)c2cccs2)cc1 (configuration not stated)	-10	6
Nc1cccc2c1nnn2C1OC(CO)C(O)C(O)C1O (configuration not stated)	13	6
CCOC(=O)c1c(NC(=O)C2CCCCC2)sc2c1CCN(CC)C2	43	-25
CCN(CC)C(=O)c1sc2nc(-c3ccccc3)ccc2c1N	21	-1
O=Cc1cc(N=Nc2ccccc2Cl)ccc1O	-30	0
COc1cccc(C(=O)NCCN2CCN(c3ccc(Cl)cc3)CC2)c1	-24	8
Cc1ccc(SCC(=O)OCC(=O)NC2CCCCCCC2)cc1	-8	3
COc1cnc(-c2ccccc2)nc1Oc1cccc(C)c1	-5	-8
O=C(c1ccco1)N1CCN(C(=O)c2ccco2)C1=S	7	2
CCc1c(C(=O)NC2CCCCC2)[nH]c(C)c1C(C)=O	-26	4
Cc1ccc(OCC(=O)Nc2ccc3c(c2)nc(CCN2CCCC2)n3C)cc1	13	3
CCCCN(C)S(=O)(=O)c1ccc(C(=O)Nc2nnc(CSC)o2)cc1	1	1
C/C=C/c1ccc(OCCOc2cccc3cccnc23)c(OC)c1	-11	-4
Cc1noc(C)c1C(=O)OCC(=O)NCc1ccc(Cl)cc1	-8	0
CCOC(=O)N1CCN(C(c2cccc(OC)c2)c2sc3nc(C)nn3c2O)CC1 (configuration not stated)	3	3
CS(=O)(=O)N(Cc1ccccc1)c1ccc(C(=O)NCCSCc2ccco2)cc1	6	-18
Cc1cc(C)n(-c2ccc3nnc(C)n3n2)n1	-8	10
NC(=O)CC(NC(=O)Cc1ccc(Cl)cc1)c1ccc(N2CCN(c3ccccn3)CC2)c([N+](=O)[O-])c1 (configuration not stated)	11	-4
CCOC=C1SC(=S)N(c2ccccc2OC)C1=O	2	6
O=C(CN1c2cccc3cccc(c23)S1(=O)=O)Nc1ccccc1	-9	9
N#Cc1ncc(C(F)(F)F)cc1Oc1cccnc1	-5	-7
CN(C)CCCNC(=S)Nc1ccc(Oc2ccccc2)cc1	-24	-1
CCN(c1ccccc1)S(=O)(=O)c1ccc(OC)c(NC(=O)c2ccccc2OC)c1	12	-3
COc1ccc(NC(=O)c2sc3nc(N4CCOCC4)c4c(c3c2N)CC(C)(C)OC4)cc1	13	3
COc1cccc(C(=O)CSc2nnnn2C)c1	-2	2

Single records (already shown). Screens in order: TAG inh | TAG inh DAPI viability
CNc1snc(C)c1C(=O)OC(C)C(=O)c1ccc(F)cc1 (configuration not stated) is listed with -23 | 4
O=C(CCC(=O)N1CCN(S(=O)(=O)c2ccccc2Cl)CC1)c1ccccc1 is listed with 10 | 1
CN(C)C(CNC(=O)c1ccc2nc[nH]c2c1)c1ccccc1 (configuration not stated) is listed with 8 | -5
COc1cccc(C(=O)NC2CC3CCCC(C2)N3Cc2ccc(F)cc2)c1 (configuration not stated) is listed with 6 | 5
O=S(=O)(NCc1cccs1)c1ccccc1Cl is listed with 2 | 3

Continued:
SMILES	TAG inh	TAG inh DAPI viability
O=C(CN1CCCCCC1)Nc1ccc([N+](=O)[O-])cc1Cl	2	-8
C/C(=N\NC(=O)c1nc2ccccn2c1C)c1ccc2c(c1)OCO2	15	-4
CCOc1cc(N2CCOCC2)c(OCC)cc1NC(=O)COC(=O)CCOc1cc(C)ccc1C	-10	-2
Cc1cccnc1NC(=O)CN1C(=O)NC(C)(c2ccc3ccccc3c2)C1=O (configuration not stated)	-11	0
COC(=O)C(OC(=O)c1ccc(OC)cc1)C(=O)OC	-1	16
Cc1noc(C)c1CN1C(=O)NC(Cc2ccccc2)(Cc2ccccc2)C1=O	-4	7
CCc1ccc(OCC(=O)NNCC(=O)Nc2ccc(OC)cc2)cc1	-3	3
CC(=O)Nc1ccc(/C=C(\C#N)C(=O)NC2CCCCC2C)cc1 (configuration not stated)	2	-2
CCC(C)C(=O)Nc1ccccc1N1CCN(c2ccc(F)cc2)CC1 (configuration not stated)	-7	-4
Cc1ccc(-c2nc(N3CCOCC3)sc2C(=O)N2CCCCC2)cc1	12	6
CCOC(OCC)c1cc2ccccc2cn1	7	2
Cc1ccc(S(=O)(=O)Oc2ccc(/C=C(/NC(=O)c3ccccc3)C(=O)NCCC(=O)O)cc2)cc1	-18	7
CCN1C(=O)[C@@H]2[C@@H](c3ccc(-c4ccc5c(c4)OCO5)cc3)N3CCCC[C@@]3(C(=O)OC)[C@@H]2C1=O	-3	1
C[C@]12CC[C@@H]3c4ccc(O)cc4CC[C@H]3[C@@H]1C[C@@H](O)[C@@H]2O[C@@H]1O[C@H](C(=O)O)[C@@H](O)[C@H](O)[C@H]1O	-5	-6
COc1ccc(Cl)cc1NC(=O)CN(C)CC(=O)N1CC(=O)Nc2ccccc21	-25	0
C[C@@H](NC(=O)c1nc[nH]c1C(=O)NC1CCN(C(=O)OC(C)(C)C)CC1)c1ccccc1	6	-7
Cc1cc(F)ccc1-c1cc(C(=O)NCc2cccs2)[nH]n1	-21	13
COc1ccc(C2=NN(C(=O)CCC(=O)O)C(c3cccs3)C2)cc1 (configuration not stated)	-5	1
Cc1nc(Cl)c(C(=O)Nc2cccc(F)c2)c(C)c1Cl	-13	3
COc1ccc2ccccc2c1C1CC(=O)N2CN(C3CCCCC3)CSC2=C1C#N (configuration not stated)	7	7

Rewritten with two lines to a compound: entries from further up.
Order of values – TAG inh, TAG inh DAPI viability
- Cc1ccc(-c2nc(N3CCOCC3)sc2C(=O)N2CCCCC2)cc1
→ 12, 6
- CCOc1cc(N2CCOCC2)c(OCC)cc1NC(=O)COC(=O)CCOc1cc(C)ccc1C
→ -10, -2
- CCc1ccc(OCC(=O)NNCC(=O)Nc2ccc(OC)cc2)cc1
→ -3, 3
- C[C@@H](NC(=O)c1nc[nH]c1C(=O)NC1CCN(C(=O)OC(C)(C)C)CC1)c1ccccc1
→ 6, -7
- CCC(C)C(=O)Nc1ccccc1N1CCN(c2ccc(F)cc2)CC1 (configuration not stated)
→ -7, -4
- COc1ccc(C2=NN(C(=O)CCC(=O)O)C(c3cccs3)C2)cc1 (configuration not stated)
→ -5, 1
